# LMP1 NFkB inh: EBV LMP1-driven NF-kappaB luciferase reporter inhibitors, primary screen, cell-based, luminescence, single point; LMP1-induced NF-kappaB luciferase reporter cells; inhibition, % at 12.5 µM; hit rate 0.69% among 350,000; AID 504558, 2011; in the data active means inhibition above about 41%;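 further: 0% = neutral control wells and 100% = reference inhibitor control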
# TROY signal inh: inhibitors of TROY-driven NF-kB signaling, primary screen, Q293 LMP1-TROYcd cells, NF-kB luciferase, uHTS; inhibition, % at 10 µM; hit rate 0.98% among 360,000; AID 1347056, 2019; Q293 LMP1-TROYcd NF-kB luciferase reporter, 4 h;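 active means compounds whose plate-normalised and pattern-corrected inhibition of the luciferase reporter signal at the single screening dose is 50% or more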
# NCOA2 inhibitor: inhibition of GAL4-SRC2 driven luciferase reporter, primary screen, SRC2 inhibitor project, cell-based, luminescence. inhibition, % at 9 µM. hit rate 0.17% among 370,000. Nuclear receptor coactivator 2 (Homo sapiens), Q15596. HEK293 GAL4-SRC2 luciferase reporter;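 active means inhibition above the mean inhibition of all tested compounds plus 3 SD, set per campaign, cut at about 52% in these data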;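 further: 0% = DMSO treated cells and 100% = cells given Gossypol at 36 µM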
# Target sequence (Q15596 whole entry, looked up, the tested form may be a part): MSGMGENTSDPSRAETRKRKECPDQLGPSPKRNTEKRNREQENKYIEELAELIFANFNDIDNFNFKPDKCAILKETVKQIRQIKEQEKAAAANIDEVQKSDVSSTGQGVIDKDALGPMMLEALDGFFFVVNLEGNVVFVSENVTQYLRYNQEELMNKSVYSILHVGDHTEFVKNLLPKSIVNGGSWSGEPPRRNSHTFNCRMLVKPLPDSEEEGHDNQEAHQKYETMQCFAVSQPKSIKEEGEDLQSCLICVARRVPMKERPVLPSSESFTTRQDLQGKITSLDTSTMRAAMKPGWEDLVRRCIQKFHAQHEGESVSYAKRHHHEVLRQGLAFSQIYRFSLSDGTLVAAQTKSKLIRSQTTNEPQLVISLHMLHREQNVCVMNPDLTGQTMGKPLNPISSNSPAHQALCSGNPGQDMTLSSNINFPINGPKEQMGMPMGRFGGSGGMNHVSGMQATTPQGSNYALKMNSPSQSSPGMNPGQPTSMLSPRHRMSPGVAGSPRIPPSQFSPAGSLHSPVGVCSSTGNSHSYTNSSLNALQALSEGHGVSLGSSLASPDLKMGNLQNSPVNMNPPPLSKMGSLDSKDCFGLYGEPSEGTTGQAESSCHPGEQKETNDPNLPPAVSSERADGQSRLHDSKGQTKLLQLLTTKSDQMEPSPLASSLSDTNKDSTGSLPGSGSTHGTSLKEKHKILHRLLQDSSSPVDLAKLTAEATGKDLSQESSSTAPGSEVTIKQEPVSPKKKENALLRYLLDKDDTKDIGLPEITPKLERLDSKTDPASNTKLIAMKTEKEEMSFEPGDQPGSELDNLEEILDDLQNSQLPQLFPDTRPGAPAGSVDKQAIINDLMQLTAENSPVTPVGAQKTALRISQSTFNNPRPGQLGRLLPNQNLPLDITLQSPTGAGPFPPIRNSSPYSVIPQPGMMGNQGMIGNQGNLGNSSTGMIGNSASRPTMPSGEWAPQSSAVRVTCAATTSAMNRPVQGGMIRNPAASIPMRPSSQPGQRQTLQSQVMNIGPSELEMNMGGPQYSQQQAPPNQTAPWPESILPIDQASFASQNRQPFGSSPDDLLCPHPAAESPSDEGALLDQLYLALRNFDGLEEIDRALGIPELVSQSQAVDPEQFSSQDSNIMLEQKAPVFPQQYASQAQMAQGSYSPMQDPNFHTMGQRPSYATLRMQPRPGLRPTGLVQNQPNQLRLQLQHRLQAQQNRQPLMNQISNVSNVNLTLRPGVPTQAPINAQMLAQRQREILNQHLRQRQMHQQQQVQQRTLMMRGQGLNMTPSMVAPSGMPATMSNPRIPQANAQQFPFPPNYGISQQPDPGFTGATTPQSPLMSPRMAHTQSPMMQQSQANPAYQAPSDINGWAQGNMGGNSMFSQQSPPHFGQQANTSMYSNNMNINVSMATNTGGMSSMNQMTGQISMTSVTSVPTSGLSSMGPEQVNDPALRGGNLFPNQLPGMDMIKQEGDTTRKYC
# TWEAK-Fn14 inh: inhibitors of TWEAK-Fn14 signaling, primary screen, luciferase reporter cells, uHTS | TWEAK-stimulated Fn14 reporter cells, luciferase luminescence, 8 h | inhibition, % at 10 µM | hit rate 2% among 360,000 | AID 1159606, 2016; in the data active means inhibition above about 50%
# NR2F2 inh: NR2F2 transcriptional activity inhibitors, primary screen, cell-based, luciferase reporter, HEK293T, luminescence | COUP transcription factor 2 (Homo sapiens), P24468 | HEK293T NGFI-A luciferase reporter | inhibition, % at 8.6 µM | hit rate 0.7% among 370,000;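 active means inhibition above a per-plate cutoff, mean inhibition of test wells between control levels plus 3 SD, cut at about 38% in these data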;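 further: cells cotransfected with COUP-TFII expression vector driving the NGFI-A reporter; 0% = median of COUP-TF2 test wells and 100% = reporter-only cells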
# TRAIL sens C8: viability loss with TRAIL in NB7+C8 cells, primary screen, TRAIL sensitizer project, cell-based, ATPlite luminescence; inhibition (viability loss, TRAIL sensitization), % at 10 µM; AID 624354, 2012; hit rate 1% among 360,000;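 active means compounds causing at least 50% loss of cell viability in the single-dose screen, relative to plate controls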
# NCOA3 inh: SRC3 coactivator transcriptional activity inhibitors, primary screen, cell-based, luminescence | HEK293 GAL4-SRC3 luciferase reporter | inhibition, % at 3.6 µM | hit rate 0.17% among 360,000 | AID 588352, 2011;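 active means inhibition above a per-campaign cutoff, the mean of all compounds plus 3 SD, cut at about 60% in these data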;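 further: 0% = DMSO-treated cells and 100% = gossypol-treated cells at 36 µM; higher means less SRC3-driven luciferase light from the GAL4 reporter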
# LRH-1 inv ag: LRH-1 (NR5A2) inverse agonists, primary screen, cell-based, luminescence, HEK293T, StAR-luciferase reporter. Nuclear receptor subfamily 5 group A member 2 (Homo sapiens), O00482. LRH-1 transfected, 24 h. inhibition, % at 3.6 µM. hit rate 0.13% among 360,000. AID 602396, 2012;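 active means inhibition above the mean inhibition of all tested compounds plus 3 SD, cut at about 73% in these data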;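 further: 0% = DMSO wells and 100% = reporter-only cells lacking LRH-1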
# CF NFkB block: inhibitors of PAF-induced NF-kB signaling, primary screen, cell-based, GFP fluorescence, uHTS; KKLEB NF-kB-GFP reporter, GFP fluorescence overnight; inhibition, % at 5 µM; hit rate 0.86% among 360,000; AID 588850, 2011;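 active means at least 50% inhibition at 5 µM, scaled per plate between neutral and stimulator controls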;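 further: PAF is a Pseudomonas aeruginosa culture filtrate used as stimulus; plate controls were PAF-stimulated DMSO wells for no effect and unstimulated DMSO wells for full effect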
# KKLEB cytotox: cytotoxicity in KKLEB CF airway cells, primary screen, cytotoxicity control for CF NF-kB inhibitor project, cell-based, uHTS, fluorescence assay plates | KKLEB CF airway cells viability, ATPlite luminescence, overnight; hits give low values; cells stimulated with P. aeruginosa culture filtrate | activity change (cytotoxicity), % at 5 µM | hit rate 0.36% among 360,000;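 active means corrected activity change at or below -50% at 5 µM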
# NCOA1 inh: SRC1 coactivator transcriptional activity inhibitors, primary screen, cell-based, luminescence; HEK293 GAL4-SRC1 luciferase reporter; inhibition, % at 3.6 µM; hit rate 0.12% among 360,000;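 active means inhibition above the campaign mean plus 3 SD, with each screening campaign given its own cutoff, cut at about 60% in these data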;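 further: 0% = DMSO treated cells and 100% = gossypol at 36 µM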
# Numbers without * were called inactive; x = no result given; & = joins results of further samples. An unsorted share of the library; about 4.2% have a hit in one of these screens.
SMILES,LMP1 NFkB inh,TROY signal inh,NCOA2 inhibitor,TWEAK-Fn14 inh,NR2F2 inh,TRAIL sens C8,NCOA3 inh,LRH-1 inv ag,CF NFkB block,KKLEB cytotox,NCOA1 inh
COc1ccc(CC(=O)Nc2ccc(S(=O)(=O)N3CCCC3)cc2)c(OC)c1,-45,-6,7,-7,0,13,6,17,-14,-6,-25
Cn1c(=O)[nH]c(=O)c2c1nc(Br)n2CCCO,-4,-11,-7,3,-3,3,-6,8,8,-10,20
CCc1cccc(C)c1NC(=O)c1ccc(CN2CCc3ccccc3C2)cc1,10,7,15,19,5,12,5,18,4,-2,12
COc1cc(OC)c(C2=NOC(C(=O)N3CCCc4ccccc43)C2)cc1Cl (stereo unspecified),1,9,2,12,0,-16,-2,-1,-30,10,0
O=c1ccc2cc(S(=O)(=O)Nc3ccccc3F)ccc2o1,-26,8,-12,18,-19,-16,-10,-9,4,6,-17
CCS(=O)(=O)N1CCN(C(=O)COc2ccc(-c3ccccc3)cc2)CC1,1,6,14,-1,-3,6,11,12,-12,-10,-1
COc1ccccc1/C=C/CN1CCSCC1,-6,-11,5,8,-25,-4,-7,7,3,4,2
O=c1cc(O)nc(SCc2ccccc2)n1-c1ccccc1,0&2,-6&14,13&6,-5&10,12&-6,-7&2,1&-31,-18&1,1&3,5&5,-28&13
CCCn1nnc(NC(=O)Cc2ccc(Cl)cc2)n1,-5,-24,5,-9,6,-18,-8,-7,-1,8,-45
Cc1ccccc1C(=O)c1cccn1CC(=O)NCCCN1CC(C)CC(C)C1 (stereo unspecified),0,-3,15,25,-2,9,1,-4,9,1,-11
CC(NS(=O)(=O)c1ccc2c(c1)oc(=O)n2C)c1ccccc1 (stereo unspecified),-10,-18,-4,-8,-8,-10,-21,11,-16,10,6
O=C1c2cc(CO)cc(O)c2C(=O)c2c(O[C@@H]3OC(CO)[C@@H](O)[C@@H](O)[C@@H]3O)cccc21 (stereo partly specified),-7,0,-40,4,4,-4,2,-9,-24,-3,-3
COc1ccc(O)c(/C=c2/sc3nc4cc(C)c(C)cc4n3c2=O)c1,-18,12,-38,19,9,-9,-7,10,-4,8,-4
Cc1nn(C(=O)c2ccco2)c(C)c1Sc1ccccc1,-1,26,-43,-3,7,-3,-14,4,1,8,10
COC1(OC)C=CC(=O)C=C1NC(=O)c1ccccc1OC(C)=O,-6,5,-8,63*,-5,-10,-38,-22,66*,6,-17

# Arranged by count of non-hydrogen atoms (largest number first): eleven of the compounds above.
SMILES,LMP1 NFkB inh,TROY signal inh,NCOA2 inhibitor,TWEAK-Fn14 inh,NR2F2 inh,TRAIL sens C8,NCOA3 inh,LRH-1 inv ag,CF NFkB block,KKLEB cytotox,NCOA1 inh
O=C1c2cc(CO)cc(O)c2C(=O)c2c(O[C@@H]3OC(CO)[C@@H](O)[C@@H](O)[C@@H]3O)cccc21 (stereo partly specified),-7,0,-40,4,4,-4,2,-9,-24,-3,-3
Cc1ccccc1C(=O)c1cccn1CC(=O)NCCCN1CC(C)CC(C)C1 (stereo unspecified),0,-3,15,25,-2,9,1,-4,9,1,-11
COc1ccc(CC(=O)Nc2ccc(S(=O)(=O)N3CCCC3)cc2)c(OC)c1,-45,-6,7,-7,0,13,6,17,-14,-6,-25
CCS(=O)(=O)N1CCN(C(=O)COc2ccc(-c3ccccc3)cc2)CC1,1,6,14,-1,-3,6,11,12,-12,-10,-1
COc1ccc(O)c(/C=c2/sc3nc4cc(C)c(C)cc4n3c2=O)c1,-18,12,-38,19,9,-9,-7,10,-4,8,-4
COC1(OC)C=CC(=O)C=C1NC(=O)c1ccccc1OC(C)=O,-6,5,-8,63*,-5,-10,-38,-22,66*,6,-17
CC(NS(=O)(=O)c1ccc2c(c1)oc(=O)n2C)c1ccccc1 (stereo unspecified),-10,-18,-4,-8,-8,-10,-21,11,-16,10,6
O=c1cc(O)nc(SCc2ccccc2)n1-c1ccccc1,0&2,-6&14,13&6,-5&10,12&-6,-7&2,1&-31,-18&1,1&3,5&5,-28&13
Cc1nn(C(=O)c2ccco2)c(C)c1Sc1ccccc1,-1,26,-43,-3,7,-3,-14,4,1,8,10
CCCn1nnc(NC(=O)Cc2ccc(Cl)cc2)n1,-5,-24,5,-9,6,-18,-8,-7,-1,8,-45
Cn1c(=O)[nH]c(=O)c2c1nc(Br)n2CCCO,-4,-11,-7,3,-3,3,-6,8,8,-10,20

# Additional structures follow.
SMILES,LMP1 NFkB inh,TROY signal inh,NCOA2 inhibitor,TWEAK-Fn14 inh,NR2F2 inh,TRAIL sens C8,NCOA3 inh,LRH-1 inv ag,CF NFkB block,KKLEB cytotox,NCOA1 inh
CC1(C(=O)NS(=O)(=O)c2ccc(Br)cc2)CCN1C(=O)CC1CCCCC1 (stereo unspecified),x,-5,10,2,12,-9,-13,-4,16,0,-17
CCCC1(C(=O)OCC)NC(c2ccc(N(C)C)cc2)C2C(=O)N(c3ccc(OCC)cc3)C(=O)C21 (stereo unspecified),-9,13,1,-37,6,-18,10,10,-8,10,6
CC(C)NC(=O)C1(C)CCN1C(=O)C1(c2ccccc2)CCCC1 (stereo unspecified),x,-9,-4,2,3,2,-8,-5,-8,2,-1
OCC[C@@H]1C[C@@H](O)[C@H](O)[C@]2(Cc3ccccc3CO2)O1,-5,9,13,-14,-10,9,0,-1,-7,12,-11
Cc1ccccc1COC(=O)c1cc([N+](=O)[O-])ccc1N1CCOCC1,-14,-25,-18,4,-15,21,16,15,21,-21,-6
O=C(COc1ccc(Cl)cc1Cl)NCCN1CCCC1,-3,6,-1,11,-16,-19,-5,-1,0,-6,-9
CCC(=O)Nc1ccccc1C(=O)OCC(=O)c1cccc2ccccc12,11,-12,-6,-13,-15,4,-11,0,-11,-3,2
Cc1ccc(C(=O)NNC(=O)c2cccs2)cc1,-1,-43,-57,-9,-14,11,-46,-68,-1,9,-76
N#CC1(NC(=O)COC(=O)c2cccc(-n3cnnn3)c2)CCCCC1,-8,32,3,-2,-23,-1,1,15,-5,5,-11
CCNC(=S)NNC(=O)c1ccc(OC)cc1,-2,-10,2,-6,5,-10,4,5,-2,7,4
CCCOc1ccc(CSC(CC(=O)O)C(=O)O)cc1 (stereo unspecified),0,-7,-34,-8,2,22,-6,0,0,-1,4
Cc1ccc(N(CC(=O)NC2CCCCC2)C(=O)CCCC(=O)Nc2ccccn2)cc1,-3,-21,4,4,3,-11,3,7,-15,2,-24
O=C(CCN1C(=O)c2ccccc2S1(=O)=O)Nc1cc(Cl)ccc1Cl,7,-16,-8,-13,16,15,14,-11,8,-13,-9
CSc1nnc(C)c(=O)n1COC(=O)c1ccc(S(=O)(=O)N2CCOCC2)cc1,-6,8,1,12,10,-1,-2,3,14,2,-12
Fc1ccc(-c2n[nH]c(=S)c3ccccc23)cc1,-11,11,5,11,-6,0,5,7,3,-32,-2
COc1ccccc1N1CCN(CC(=O)Nc2ccccc2C(=O)NCCc2ccccc2)CC1,-4,-11,6,9,-26,6,-17,-23,15,-1,-28
O=C1C2Sc3[nH]c(=O)sc3C(c3ccccc3)C2C(=O)N1c1ccccc1 (stereo unspecified),-3,-6,-8,89*,-11,-3,14,10,6,1,-9
C/C(=N\NS(=O)(=O)c1ccc(C)cc1)c1cc2ccccc2oc1=O,-8,-19,-5,-22,-19,-4,0,-7,-9,2,-59
C#CCN(C(=O)c1ccc(OC2CCN(C(=O)CCOC)CC2)cc1)C1CCCCC1,2,-9,-6,11,3,-10,-8,9,-14,12,-10
Cn1c(=S)oc2ccccc21,-2,-8,-7,8,19,-1,21,0,-17,12,-4
O=C(CCCOc1ccccc1)NCC1CCCO1 (stereo unspecified),-21,-12,-22,-5,-12,-1,-9,-5,6,-2,-7
COc1ccc(NC(=O)CSc2nnc(C3CC3)n2C)cc1S(=O)(=O)N1CCCCC1,6,2,-21,2,-1,-12,4,9,11,-18,0
CC1CCN(S(=O)(=O)c2ccc(NC(=O)c3ccccc3F)cc2)CC1,5,28,-1,1,14,3,-6,0,-1,-7,4
Cn1cc(C(=O)c2ccc(Cl)cc2Cl)cc1C(=O)NN,2,-3,0,7,-17,-1,-7,6,-3,6,-23
Cc1ccc([C@H]2C[C@H](O)[C@@H](n3cc(C4CC4)nn3)CN2C(=O)c2cccs2)cc1,4,-4,-12,26,-1,8,6,-13,-1,5,-11
CC(C(=O)O)N1C(=O)/C(=C/C=C/c2ccco2)SC1=S (stereo unspecified),0,0,-22,32,-2,-2,-5,-6,4,-2,4
COc1ccc(-c2nnn(CC(=O)N3CCN(c4ccccc4OC)CC3)n2)cc1OC,4,-8,5,-21,9,-5,11,2,13,8,-9
O=C1C=C(c2cc(Cl)cc(Cl)c2)C[C@@H](c2ccc3c(c2)OCO3)C1,-8,13,2,-9,-2,-16,17,2,6,13,3
Cc1cccc(OCc2nnc(SCC(=O)NCC3CCCO3)n2C)c1 (stereo unspecified),2,17,-5,7,0,6,11,-3,-1,6,8
CCN(CC)S(=O)(=O)c1ccc(N/N=C/c2cc(OC)ccc2O)nc1,46*,10,37,-12,2,30,53,20,12,-12,17
Cc1cc(C)c(NC(=O)c2cc(=O)c3ccccc3o2)c(C)c1,8,18,24,8,5,-3,17,0,21,2,-8
COc1ccc(OC)c(/C=N\NC(=O)c2cc3c(ccc4ccccc43)o2)c1,-5,4,-28,-12,19,10,0,-15,-66,7,-1
Brc1ccc(-c2csc(/N=C/N3CCOCC3)n2)cc1,-12,-31,-32,11,-18,2,-65,-114,-10,-1,-86
CN(C)c1ccc(-c2[nH][nH]c(=O)c2NC(=O)c2ccccn2)cc1,x,2,-16,8,9,-16,1,34,3,1,-9
COc1ccccc1CN1CCNC(=O)C1CC(=O)N(C)Cc1ccon1 (stereo unspecified),5,4,5,8,8,-1,17,10,-4,-37,10

# Profiles, looked up by structure. Screens in order: LMP1 NFkB inh | TROY signal inh | NCOA2 inhibitor | TWEAK-Fn14 inh | NR2F2 inh | TRAIL sens C8 | NCOA3 inh | LRH-1 inv ag | CF NFkB block | KKLEB cytotox | NCOA1 inh
# Shown for `COc1cc(OC)c(C2=NOC(C(=O)N3CCCc4ccccc43)C2)cc1Cl` (stereo unspecified) = 1 | 9 | 2 | 12 | 0 | -16 | -2 | -1 | -30 | 10 | 0
# Shown for `COc1ccc(CC(=O)Nc2ccc(S(=O)(=O)N3CCCC3)cc2)c(OC)c1` = -45 | -6 | 7 | -7 | 0 | 13 | 6 | 17 | -14 | -6 | -25

# Screens: PubChem, several laboratories
